Bioassay records (PubChem BioAssay)
aSyn yeast inh: alpha-synuclein toxicity inhibition in yeast | Yeast expressing alpha-synuclein, growth rescue, BacTiter-Glo, 24 h | Potency, µM (series often up to 46.1 µM), for the others: at the highest dose growth rescue (activation), usual class: activators | 0.14% of 370,000 active; further: potency means the concentration at half of the fitted maximal effect; % of control where 0% means no effect; nearly all actives have a fitted effect of over 65% in size
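Galactose-induced alpha-syn yeast (OD600=0.02, raffinose-pregrown) + pinned cpd, 24 hr, 30 deg C; growth by BacTiter-Glo luminescence. Growth restoration scores as activation.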
TDP43 rescue: rescues yeast growth from TDP-43 toxicity; TDP-43 expressing yeast growth rescue, BacTiter-Glo, 24 h; Potency, µM (titrated, usually from 46.1 µM), without a hit: at the highest dose growth rescue (activation), most hits filed as activators; 1.8% of 410,000 active; further: potency means the concentration at half of the fitted maximal effect; % of control where 0% means no effect; nearly all actives have a fitted effect of over 50% in size
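In this qHTS, compounds that restore growth of yeast expressing TDP-43 appear as activators. Cells (OD600=0.02, galactose medium, raffinose-pregrown) are incubated with compound 24 hr at 30 deg C and growth is quantified by BacTiter-Glo.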
FUS suppressor: suppressors of FUS proteinopathy in yeast; 0.24% of 390,000 active; S. cerevisiae FUS-expressing, growth rescue, OD600, 24 h; Potency, µM (series often up to 76.6 µM), for the others: at the highest dose growth rescue (activation), most hits filed as activators;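 further: potency means the concentration at half of the fitted maximal effect; plate controls were DMSO vehicle for no effect and reference control for full effect; nearly all actives have a fitted effect of over 55% in size; some results filed as inactive show a strong effect at the top dose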
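Galactose (2%) drives FUS expression in yeast precultured in raffinose; seeding density OD 0.005. Test compounds incubated 24hr at 30C and 99% humidity before absorbance at 600 nm was measured.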
EPAC2 ag: activates human EPAC2 exchange factor. Q8WZA2. EPAC2 activation, biochemical qHTS; response scale: 100% = 6.5 mM cAMP response. Potency, µM (highest dose often 154 µM), inactives show at the top dose activation, most hits filed as activators. 0.079% of 360,000 active; further: potency means the concentration at half of the fitted maximal effect; nearly all actives have a fitted effect of over 50% in size
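Guanine nucleotide exchange by EPAC2 is measured as reduced fluorescence of BODIPY-GDP once it is released from 250 nM Rap1B. Plates are read kinetically for 30 min at room temperature; results are scaled to 6.5 mM cAMP.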
Abeta rescue: A-beta toxicity reversal in yeast; Potency, µM (highest dose often 46.1 µM), without a hit: at the highest dose growth rescue, hits mostly activators; 0.063% of 410,000 active; yeast expressing A-beta42, growth rescue, OD600, 48 h; response scale: 0% DMSO, 100% iron-clioquinol control; AID 1347071; further: potency means the concentration at half of the fitted maximal effect; nearly all actives have a fitted effect of over 55% in size
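Yeast A-beta toxicity model in growth medium with pinned compounds, 48 h at 30 C; growth read as absorbance at 600 nm. Normalized to FeCl3/clioquinol equimolar mix (positive) and DMSO (negative).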
D3 antag: D3 dopamine receptor (human) antagonism. P35462. D3R cells, DiscoveRx beta-arrestin luminescence, antagonist mode; hits give low values. max response, negative = inhibition, %. 2.5% of 360,000 active. AID 652054; in the data active means max response below about -50%; inconclusive means no clear call, values can overlap the other calls; further: on the % scale 0 is the no-effect control and ±100 the full control effect; mostly tested at two doses, the higher about 12 µM
Target sequence (P35462 whole entry, looked up): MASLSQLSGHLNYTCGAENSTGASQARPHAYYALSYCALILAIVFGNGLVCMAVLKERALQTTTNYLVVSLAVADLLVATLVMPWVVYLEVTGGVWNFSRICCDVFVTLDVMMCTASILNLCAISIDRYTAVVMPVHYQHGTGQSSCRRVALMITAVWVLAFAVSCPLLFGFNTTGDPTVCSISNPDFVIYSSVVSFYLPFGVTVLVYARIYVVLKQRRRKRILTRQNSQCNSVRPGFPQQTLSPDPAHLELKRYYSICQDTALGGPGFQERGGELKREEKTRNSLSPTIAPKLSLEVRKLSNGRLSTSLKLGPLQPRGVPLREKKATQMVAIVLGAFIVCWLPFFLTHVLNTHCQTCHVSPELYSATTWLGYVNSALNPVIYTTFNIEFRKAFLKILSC
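Cells plated overnight at 1500 cells/well, then exposed to library compounds with dopamine controls for 90 minutes at 37 degrees C. DiscoveRx reagent added for 30–60 minutes at room temperature; luminescence read, quantitative HTS format.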
DRD3 agonist: D3 dopamine receptor (human) agonism; D3R DiscoveRx beta-arrestin cells, luminescence, 90 min; max activation, %; 0.58% of 410,000 active; in the data active means max activation above about 30%; further: 0% is about no effect; mostly tested at two doses, the higher about 12 µM
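Cells at 1500/well, incubated overnight, then treated with pinned compounds (dopamine as control) for 90 min at 37 degrees C. DiscoveRx reagent added for 30 - 60 minutes at room temperature; luminescence read.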
EPAC2 antagonist: blocks human EPAC2 exchange factor; EPAC2 GEF exchange of Rap1B-BODIPY-GDP, fluorescence; Potency, µM (highest dose often 114 µM), for the others: at the top dose activity, negative = inhibition, most hits filed as inhibitors; 0.18% of 360,000 active; AID 720708; further: potency means the concentration at half of the fitted maximal effect; on the % scale 0 is the no-effect control and ±100 the full control effect; nearly all actives have a fitted effect of over 45% in size; many of its hits are not listed in these tables
Starred values were filed as active, the others as inactive; ? = inconclusive; / = not tested or not shown; & = joins results of further samples; [ ] = another dose, or the depositor's remark. Unless noted, the call rests on the fitted dose curve; in most records, active means well fitted curve in the direction sought with a large enough effect; inconclusive means small, poorly fitted or top-dose-only effect, or another doubt; inactive means no such curve, though single readings can be large; an effect the other way counts as inactive or inconclusive.

SMILES	aSyn yeast inh	TDP43 rescue	FUS suppressor	EPAC2 ag	Abeta rescue	D3 antag	DRD3 agonist	EPAC2 antagonist
Nc1ccc(N2CCN(c3ccc(Cl)c(Cl)c3)CC2)cc1	12%	8.9µM*	/	-12%	-32%[inhibitor]	10	4	-1%
Cc1cc(C)n2nc(SCC(=O)N3CCC(C(=O)O)CC3)nc2n1	0%	-16%	-1%	4%	-12%	0	5	24%
COc1cccc(SCc2noc(C(=O)NCC3CCCO3)c2C(=O)O)c1 (stereo unspecified)	-1%	10%	-22%	0%	2%	-2	3	-4%
Cc1cccc(N2CCN(C(=O)CCCn3c(=S)[nH]c4cc5c(cc4c3=O)OCO5)CC2)c1C	9%	?	/	-4%	10%	10	4	0%
O=C(COc1cccnc1[N+](=O)[O-])N1N=C(c2ccc(Cl)cc2)CC1c1ccco1 (stereo unspecified)	3%	-23%[9.22 µM]	1%	4%	18%	3	1	-2%
O=C(NCCNC1CCC(c2ccccc2)CC1)c1ccc(F)cc1 (stereo unspecified)	0%	-19%	-11%	4%	-10%	-92*	-35	11%
COc1cccc(Nc2ncnc3nc[nH]c23)c1	-8%	24%	-32%	13%	9%	-27	4	3%
COc1cc(OC)c(S(=O)(=O)Nc2ccc(C(=O)O)cc2)cc1S(=O)(=O)Nc1ccc(C(=O)O)cc1	-5%	-19%	35%	3%	-11%	1	5	6%
Cc1ccccc1NC(=O)NCCCN1CCN(c2ccccc2)CC1	2%	-4%	14%	5%	-1%	?	50*	-4%
COc1ccc(N2C(N)=NC(N)=NC23CCCC3)cc1	-5%	2%	-41%	1%	10%[9.22 µM]	1	1	-8%
Cc1ccc(NC(=O)C(c2ccc(Cl)cc2Cl)N2CCCC2)cc1 (stereo unspecified)	2%	2%	13%	-5%	13%	-3	-3	-9%
Cc1ccc(Cl)cc1NS(=O)(=O)c1ccc(N2CCCCS2(=O)=O)cc1	/	-11%	4%	/	-23%	/	-5	/
O=C(NC1CCN(Cc2ccccc2)CC1)c1cccc(S(=O)(=O)Nc2ccc(Br)cc2)c1	-2%	-7%	16%	7%	-6%	-57*	-31	-10%
COc1ccc(S(=O)(=O)N2CCN(C(=O)C3CC3)CC2)cc1Br	9%	5%	2%	1%	-13%	6	-3	0%
COc1cccc(-n2c(=O)c3c(C)c(C)sc3n(CC(=O)Nc3ccccc3OC)c2=O)c1	/	18%	-14%	/	-7%	/	8	/
Cc1cccc(C=Nc2ccc3c(c2)oc2ccccc23)c1O	15%	1%	/	15%	-15%	-2	1	11%
CCOC(=O)c1c(C)[nH]c(C(=O)CN2CCN(CC)CC2)c1C	0%	10%	21%	4%	3%	6	-9	-1%
COc1ccc(S(=O)(=O)N2CCCN(CC(=O)Nc3cc(NC(C)=O)ccc3OC)CC2)cc1	0%	0%	-14%	2%	-5%	17	0	?
OCC(CBr)(CBr)CBr	-10%	0%	-32%	19%	0%	-54*	-5	-18%
COc1ccc(NS(=O)(=O)c2ccc(O)c(C(=O)OCC(=O)NC(C)C3CC4CCC3C4)c2)cc1 (stereo unspecified)	-6%	-4%	29%	12%	15%	-1	-1	-25%
Cc1[nH]c2ccccc2c1/C=N/NC(=O)CNC(=O)c1ccccc1	-2%	0%	10%	-2%	9%	7	-8	5%
COc1ccc(-c2cc(C(=O)N3CCN(c4ccccc4OC)CC3)no2)cc1	-6%	-12%	8%	15%	1%	4	12	-11%
COc1ccc(CNCCC2(O)CC(C)N(C)CC2C)cc1OC (stereo unspecified)	6%	/	-2%	-2%	-8%	0	6	3%
COc1ccc(OCC(O)Cn2c(NCCO)nc3c2c(=O)n(C)c(=O)n3C)cc1 (stereo unspecified)	/	0%	-9%	/	-13%	/	-10	/
CC(C)CC(=O)OC(C)(C)[C@@H]1Cc2c(ccc3ccc(=O)oc23)O1	-14%	0%	9%	4%	8%	-27	12	-15%
COc1ccccc1NC(=O)C(=O)c1cc(C)n(-c2ccccc2F)c1C	/	-13%	6%	/	-23%	/	-16	/
CC(=O)OCC(=O)[C@H]1CC[C@H]2[C@@H]3CC=C4C[C@@H](O)CC[C@]4(C)[C@H]3CC[C@]12C	18%	-4%	-28%	1%	-10%	1	20	-7%
CSCC[C@H](NC(=O)c1cc([N+](=O)[O-])ccc1Cl)c1nc2ccccc2[nH]1	-6%	?	3%	5%	3%	-17	-2	-8%
O=C(Nc1ccn(Cc2ccccc2)n1)c1cccc(Cn2cc([N+](=O)[O-])cn2)c1	2%	9%	7%	-11%	-1%	0	-3	-15%
COC(=O)c1ccc(NC(=O)CN2CCN(S(=O)(=O)c3cc(Cl)ccc3OC)CC2)cc1	0%	12%	13%	6%	-2%	3	10	-5%
CN(C)S(=O)(=O)c1ccc(N2C(=O)CC2(/C=C/c2ccccc2)C(=O)NC2CCCC2)cc1 (stereo unspecified)	-5%	-23%	/	-6%	-11%	-24	-5	-1%
Cc1cccc(OCC(=O)NC(Cc2ccccc2)C(=O)O)c1 (stereo unspecified)	1%	-21%	/	3%	-10%	0	-6	-1%
COc1ccc2c(c1)C(SCC(=O)NCc1ccccc1)CC(C)(C)O2 (stereo unspecified)	12%	23%	9%	3%	13%	-3	-13	-29%
COc1ccc(C(=O)n2nc(-c3ccco3)nc2NCc2cccs2)cc1OC	/	22%	42%	/	3%	/	6	/
Cc1cc(C)cc(NC(=O)c2cc(CN3CCCC3)on2)c1	/	11%	-5%	/	-3%	/	-15	/
O=C(CNC(=O)c1ccc(Cl)cc1)OCc1nc2ccccc2s1	8%	8%	-7%	-3%	11%	12	2	?
CCC(=O)Nc1ccc(C(=O)NNC(=O)c2ccc([N+](=O)[O-])cc2)cc1	7%	/	14%	1%	-6%	18	-8	10%
COc1ccc(-c2cnc3c(NC(C)=O)cc(-c4cccc(C(=O)NCCN(C)C)c4)cn23)cc1OC	?	16%	-13%	4%	-15%	3	1	-9%
CCCn1c(SCC(=O)Nc2ccc3c(c2)OCCO3)nnc1-c1ccco1	1%	10%	13%	4%	15%	7	1	2%
OCCN(CCO)c1nc(N2CCCCC2)c2nc(N(CCO)CCO)nc(N3CCCCC3)c2n1	3%&5%	?	3%	112µM*	-19%	-6	-1&3	185%[activator]
COC(=O)COc1ccc(S(=O)(=O)NCc2ccccn2)cc1	1%	8%	0%	-1%	4%	2	2	12%
COCc1nnc(NC(=O)c2ccccc2[N+](=O)[O-])s1	5%	5%	/	1%	26%	18	3	1%
COc1ccc(C(=O)NNC(=O)c2cccc(F)c2)cc1	1%	0%	7%	8%	-28%	3	2	2%
Cc1ccc(CN(C(=O)c2ccc(OCC(C)C)cc2)c2ccccn2)o1	/	6%	?	/	-20%	/	4	/
O=C(Nc1ccccc1)NC1CCCc2ccccc21 (stereo unspecified)	-2%	-19%	-7%	13%	-11%	-12	-2	3%[57.1 µM]
CN(C)CCCN(C(=O)c1ccc(S(=O)(=O)N2CCc3ccccc3C2)cc1)c1nc2c(F)cc(F)cc2s1	2%	-11%	?	4%	3%	1	-7	-8%
CCOC(=O)[C@@H]1[C@H]2COc3cc(OC)ccc3[C@@H]2N2C(=O)N(c3ccccc3)C(=O)[C@@]12C	4%	11%	1%	-1%	8%	5	-10	10%
NC(=O)N/N=C/c1cn(-c2ccccc2)nc1-c1cccnc1	-9%	-3%	5%	6%	-12%	-8	-11	4%
COc1ccc(C(=O)N2CCOC2CNC(=O)C(=O)NCCc2ccc(OC)c(OC)c2)cc1 (stereo unspecified)	3%	23%	/	7%	4%	2	-2	2%
COc1cc(C(=O)Oc2cccc(/C=N/NC(=O)c3cccnc3)c2)cc(OC)c1OC	1%	-1%	21%	-3%	0%	22	8	-10%
CC1=NN(c2ccc(Cl)cc2)C(=O)C1	-6%	-21%	2%	6%	6%	-15	2	3%
Cc1ccccc1-c1ccc(CN2C(C(C)C)C(=O)N(Cc3cn(CCC4OCCO4)nn3)CCS2(=O)=O)cc1 (stereo unspecified)	?	?	10µM*	3%	7%	8	6	?
c1ccc(CCc2nc(-c3ccccn3)no2)cc1	0%	13%	-18%	3%	8%	18	8	6%
CCCCn1c(CN2C(=O)c3ccccc3C2=O)nc2ccccc2c1=O	0%	-20%	-11%	1%	-5%	-21	-2	-5%

Single records (already shown). Order of screens: aSyn yeast inh	TDP43 rescue	FUS suppressor	EPAC2 ag	Abeta rescue	D3 antag	DRD3 agonist	EPAC2 antagonist
Entry for O=C(Nc1ccccc1)NC1CCCc2ccccc21 (stereo unspecified) = -2%	-19%	-7%	13%	-11%	-12	-2	3%[57.1 µM]
Entry for COc1ccc(C(=O)NNC(=O)c2cccc(F)c2)cc1 = 1%	0%	7%	8%	-28%	3	2	2%
Entry for Cc1ccccc1-c1ccc(CN2C(C(C)C)C(=O)N(Cc3cn(CCC4OCCO4)nn3)CCS2(=O)=O)cc1 (stereo unspecified) = ?	?	10µM*	3%	7%	8	6	?
Entry for COc1cc(C(=O)Oc2cccc(/C=N/NC(=O)c3cccnc3)c2)cc(OC)c1OC = 1%	-1%	21%	-3%	0%	22	8	-10%
Entry for c1ccc(CCc2nc(-c3ccccn3)no2)cc1 = 0%	13%	-18%	3%	8%	18	8	6%

The list is partial. The share of hits here may be higher or lower than overall.
